A549 tox: Nrf2 qHTS screen for inhibitors: counterscreen for cytotoxicity | A549 ARE-Fluc cells, CellTiter-Fluor viability, 18-24 h | Potency, µM (highest dose often 46 µM), for inactives: at the highest dose activity change, negative = cytotoxicity, usual class: inhibitors | 390,000 tested, 0.16% active | AID 504648, 2011; further: potency means the concentration at half of the fitted maximal effect; on the % scale 0 is the no-effect control and ±100 the full control effect
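Cytotoxicity counterscreen: CellTiter-Fluor fluorescence was measured in A549 ARE_Fluc cells after 18-24 h of compound exposure in a concentration series. The subsequent BugLite luminescent read reports ARE-luciferase activity.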
Abeta rescue: qHTS for compounds that reverse cellular toxicity of Amyloid beta (A-beta) peptide in yeast: Primary Screen; yeast expressing A-beta42, growth rescue, OD600, 48 h; response scale: 0% DMSO, 100% iron-clioquinol control; Potency, µM (titrated, usually from 46.1 µM), for the others: at the highest dose growth rescue, hits mostly activators; 410,000 tested, 0.063% active; further: potency means the concentration at half of the fitted maximal effect; nearly all actives have a fitted effect of over 55% in size
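Yeast A-beta toxicity model in growth medium with pinned compounds, 48 h at 30 C; growth read as absorbance at 600 nm. Normalized to FeCl3/clioquinol equimolar mix (positive) and DMSO (negative).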
Nrf2 activator: qHTS of Nrf2 Activators. AREc32 ARE-luciferase reporter (MCF7-derived line), luminescence, 24 h. Potency, µM (titrated, usually from 46.1 µM), inactives show top-dose activation, actives largely listed as activators. 410,000 tested, 0.31% active. AID 624171, 2012; further: potency means the concentration at half of the fitted maximal effect; % of control where 0% means no effect; nearly all actives have a fitted effect of over 65% in size
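AREc32_Fluc, 1000 cells/well, OPTI-MEM + 5% FBS, o/n 37 deg C 5% CO2; 23 nL cpd by pin tool, 24 hr; Steady-Glo 30 min RT, luminescence.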
TGFb inhibitor: qHTS for Inhibitors of TGF-b. HepG2 CAGA-GFP TGF-b/SMAD3 reporter, GFP fluorescence, 18 h; TGF-beta stimulated, 500 pg/mL final. Potency, µM (top dose mostly 46.1 µM), inactives show top-dose activity, negative = inhibition, actives largely listed as inhibitors. 410,000 tested, 1.2% active; further: potency means the concentration at half of the fitted maximal effect; on the % scale 0 is the no-effect control and ±100 the full control effect; nearly all actives have a fitted effect of over 65% in size
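TGF-beta reporter screen: HEPG2 CAGA-GFP, 1% FBS, 500 pg/mL TGF-beta final, 18 h; per-cell GFP summed per well; curves fitted and categorized by class.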
Nrf2 block: Nrf2 qHTS screen for inhibitors | Potency, µM (series often up to 46 µM), inactives show top-dose activity change, negative = inhibition, hits mostly inhibitors | AID 504444, 2011 | A549 ARE-Fluc reporter, luciferase luminescence, 18-24 h | 360,000 tested, 2.1% active; further: potency means the concentration at half of the fitted maximal effect; on the % scale 0 is the no-effect control and ±100 the full control effect; nearly all actives have a fitted effect of over 60% in size
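Nrf2 activity is the BugLite luminescence, read 15 min after reagent at room temperature, following CellTiter-Fluor cytotoxicity readout (30 min, 37C). Compound titrations were applied for 18-24 h to 5000 A549 ARE_Fluc cells/well in 5% FBS OPTI-MEM.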
Akt phos inh: HTS Assay for Inhibitors of Akt Phophorylation: Primary Screen; AID 651550, 2012; activity change, % for hits at 50 µM; Neuro2A IGF-stimulated pAkt S473 HTRF, 20 min; stronger effect = lower value; 360,000 tested, 0.32% active; in the data active means activity change below about -80%; inconclusive means mostly about -51% to -80%; further: on the % scale 0 is the no-effect control and ±100 the full control effect
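Neuro2A cells (4,500/well, DMEM with 0.5% FBS) were treated with compound at a single 50 µM final concentration, stimulated with 6 nM IGF for 20 min at 37 °C, and lysed. Phospho-Akt Ser473 was read by HTRF as 665/615 ratio ×10^4.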
HepG2 tox: qHTS for Inhibitors of TGF-b: Cytotox Counterscreen | HepG2 CAGA-GFP viability, ATP luminescence, 18 h | Potency, µM (titrated, usually from 46.1 µM), inactives show at the top dose activity change, negative = cytotoxicity, hits mostly cytotoxic | 410,000 tested, 0.76% active; further: potency means the concentration at half of the fitted maximal effect; some results filed as inactive show a strong effect at the top dose
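HepG2 CAGA-GFP cells (1000/well, DMEM with 1% FBS) received compound, then TGF-beta at 500 pg/mL final, and were incubated 18 hours at 37 degrees C. Viability was read by CellTiter-Glo luminescence. Media-only wells were set as complete cell-killing and DMSO as no toxicity.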
CCT modulator: High-Throughput Screening for Modulators of Cytosolic Chaperonin Activity | AID 651819, 2012 | purified chaperonin ATPase assay, HTRF ADP detection, 30 min | activity change, % (no concentration beside the values), hits read low | 360,000 tested, 0.3% active; in the data active means activity change below about -30%; further: on the % scale 0 is the no-effect control and ±100 the full control effect
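Nucleotide hydrolysis assay: TRiC at 20–40 nM final (set by batch activity) with 10 uM ATP, 30 min at 37 °C, in presence of 76 uM compound. Detection by competitive ADP HTRF, 30 min ambient.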
MmCpn inh: Inhibitors of TCP-1 ring complex (TRiC) of Methanococcus maripaludis (MmCpn): qHTS | Chaperonin Mm-Cpn (Methanococcus maripaludis) | purified Mm-Cpn ATPase, ADP Transcreener TR-FRET | Potency, µM (series often up to 76.9 µM), for inactives: at the highest dose activity, negative = inhibition, usual class: inhibitors | 330,000 tested, 0.031% active; further: potency means the concentration at half of the fitted maximal effect; on the % scale 0 is the no-effect control and ±100 the full control effect; nearly all actives have a fitted effect of over 80% in size
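ATP (10 uM final) was added to archaeal chaperonin (25 nM final) after 10 min exposure to test compound at 37°C; after 30 min further incubation, ADP was detected by competitive TR-FRET.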
The depositor's hits bear a star; i = inactive; ? = inconclusive; · = no result given; [ ] = another dose, or the depositor's remark. Unless noted, the call rests on the fitted dose curve; in most records, active means well fitted curve in the direction sought with a large enough effect; inconclusive means small, poorly fitted or top-dose-only effect, or another doubt; inactive means no such curve, though single readings can be large; an effect the other way counts as inactive or inconclusive.

1. CCC(=O)N1CCc2cc(S(=O)(=O)NC(Cc3ccccc3)C(=O)Nc3ccccc3C)ccc21 (stereo not given)
2. CC(C)c1c(C(=O)N/N=C/c2cccc(OCc3ccccc3)c2)nnn1-c1nonc1N
3. CCc1ccccc1NC(=O)c1cc(S(=O)(=O)N2CCc3ccccc32)cn1C
4. CN(C)C/C(Cl)=C(\Cl)c1ccccc1
5. CCCCOc1ccc(NC(=O)Cn2c(=O)ccc3c(C)cc(C)nc32)cc1
6. CCn1c(SCC(=O)Nc2ccc3c(c2)OCO3)nnc1-c1ccccc1O
screen / no.,1,2,3,4,5,6
HepG2 tox,1%,-27%,-33%,-6%,-14%,5%
MmCpn inh,·,-2%,1%,0%,?,1%
Nrf2 activator,0.1%,0.2%,-0.7%,0.4%,-0.5%,-0.7%
Nrf2 block,4%,?,-14%,7%,?,2%
Akt phos inh,·,i,i,i,i,i
A549 tox,11%,-5%,-4%,-3%,-2%,-6%
CCT modulator,·,-1.0,-0.5,1.1,0.0,2.6
TGFb inhibitor,0%,?,-9%,1%,1%,-4%
Abeta rescue,-16%,26%,-4%,5%,-8%,-3%

7. CCc1ccc(Nc2n[n+](C)c(-c3ccncc3)s2)cc1
8. O=C(Nc1ccon1)c1sc2cc(Cl)ccc2c1Cl
9. COc1ccc(C(C(=O)Nc2ccc(C(C)C)cc2)N(C)C(=O)c2ccc(=O)[nH]c2)cc1 (stereo not given)
10. FC(F)(F)c1nc(Oc2ccccc2)c2ccccc2n1
11. CC(C)c1ccc(Nc2nnc(SCC(=O)NCC3CCCO3)s2)cc1 (stereo not given)
12. CCCOc1ccc(-c2nc3ccc(Br)cc3c(=O)o2)cc1
screen / no.,7,8,9,10,11,12
HepG2 tox,-47%,-11%,11%,0%,-25%,-6%
MmCpn inh,0%,-1%,1%,-3%,0%,·
Nrf2 activator,11%,4.4%,-0.6%,-0.7%,15%,-0.9%
Nrf2 block,-4%,?,-9%,·,-18%,4%
Akt phos inh,i,i,i,i,i,·
A549 tox,?,2%,-10%,3%,7%,0%
CCT modulator,-2.7,-0.6,-0.9,2.3,-2.1,·
TGFb inhibitor,?,-16%,0%,6%,?,2%
Abeta rescue,-12%,1%,-10%,-1%[9.22 µM],-21%,-16%

13. COc1ccc(CNC(=O)c2oc3c(c2C)-c2nn(Cc4ccccc4Cl)cc2CC3)cc1
14. CC(Oc1cc2oc(=O)c3c(c2cc1Cl)CCC3)C(=O)N1C[C@H]2C[C@@H](C1)c1cccc(=O)n1C2 (stereo not given in full)
15. COc1ccc(Cl)cc1N(C)C(=O)c1cc2c(=O)oc3ccc(C)cc3c2s1
16. COc1ccc(-n2nc(C(=O)N3CCCC(C)C3)c3c4ccccc4n(C)c3c2=O)cc1 (stereo not given)
17. CCOc1ccc(OCCC(=O)OC(C)C(=O)Nc2ccc(C(C)=O)cc2)cc1 (stereo not given)
18. CC(=O)Nc1ccc(S(=O)(=O)NC(C)c2nc(-c3ccccc3)no2)cc1 (stereo not given)
screen / no.,13,14,15,16,17,18
HepG2 tox,-29%,5%,5%,-13%,12%,6%
MmCpn inh,·,2%,·,·,-3%,0%
Nrf2 activator,2.5%,0.0%,0.6%,2.7%,-0.3%,0.0%
Nrf2 block,22%,2%,-23%,0%,3%,7%
Akt phos inh,·,i,·,·,i,i
A549 tox,6%,-5%,-14%,0%,-9%,3%
CCT modulator,·,-0.4,·,·,0.5,-0.7
TGFb inhibitor,0%,13%,1%,0%,2%,0%
Abeta rescue,-1%,-12%,-16%,-30%,10%,-9%

19. Cc1cccc(Cn2c(=O)n(CCCCC(=O)NCc3ccc4c(c3)OCO4)c(=O)c3ccccc32)c1
20. CC1=C(C(=O)c2ccccc2)C(c2ccc(N3CCOCC3)cc2)NC(=O)N1 (stereo not given)
21. CCOc1ccccc1CN1C(=O)NC2(CCCCCC2)C1=O
22. CC(C)(C)C(=O)O/N=C(\N)c1ccc([N+](=O)[O-])s1
23. Nc1ncnc(Sc2ncccn2)c1[N+](=O)[O-]
24. CC(C)OC(=O)c1ccc(COC(=O)c2cnccn2)cc1
screen / no.,19,20,21,22,23,24
HepG2 tox,-9%,-16%,-1%,-23%,11µM*,4%
MmCpn inh,·,-4%,1%,0%,-5%,1%
Nrf2 activator,0.0%,-0.6%,-0.8%,7.4%,-1.9%,-0.6%
Nrf2 block,-9%,-24%,-4%,?,?,-15%
Akt phos inh,·,i,i,i,i,i
A549 tox,-2%,5%,-8%,-18%,-16%,7%
CCT modulator,·,-0.5,0.1,-3.1,-0.6,-4.8
TGFb inhibitor,1%,-4%,-2%,?,10µM*,3%
Abeta rescue,9%,-21%,?,15%,-21%,-3%

25. O=C(Nc1nnc(COc2ccc(Cl)cc2)s1)c1cccs1
26. COc1ccc(-c2ccc(N3C(c4ccsc4)=Cc4ccc(F)cc4C3c3c[nH]c4ccccc34)cc2)cc1 (stereo not given)
27. COc1ccccc1CN(C)C[C@H]1OCc2cnnn2CCCC(=O)N([C@H](C)CO)C[C@@H]1C
28. O=C(c1ccccc1F)N1CCN(S(=O)(=O)c2ccc3c(c2)OCCO3)CC1
29. Cc1cc(C)cc(NS(=O)(=O)c2cc(C(=O)NCc3ccccn3)ccc2Cl)c1
30. CCOC(=O)N1CCN(C(=O)CSc2nnc3[nH]c(=O)c(C)c(C)n23)CC1
screen / no.,25,26,27,28,29,30
HepG2 tox,21%,·,-4%,-15%,-20%,2%
MmCpn inh,0%,·,·,-1%,0%,0%
Nrf2 activator,0.2%,6.0%,-0.4%,10%,-0.7%,0.4%
Nrf2 block,9%,·,·,-14%,-1%,15%
Akt phos inh,i,i,i,i,i,i
A549 tox,-8%,·,·,0%,-2%,-2%
CCT modulator,1.6,-0.5,-0.6,0.8,-0.7,-4.7
TGFb inhibitor,5%,·,0%,-3%,-15%,-3%
Abeta rescue,1%,-5%,5%,-20%,-15%,10%

31. COc1ccc(N(CC(=O)Nc2ccccc2OC)S(=O)(=O)c2ccc(OC)c(OC)c2)cc1
32. Cc1nnc(NC(=O)c2ccc3c(c2)NC(=O)CS3)s1
33. NS(=O)(=O)c1cc(C(=O)OCC(=O)Nc2ccc(Cl)cc2[N+](=O)[O-])ccc1Cl
34. CCN(CC)CCOC(=O)c1ccc(NC(=O)CCCN2C(=O)/C(=C\c3cccs3)SC2=S)cc1
35. NC(Cc1ccc(F)cc1)c1csc(Nc2nccc(C(F)(F)F)n2)n1 (stereo not given)
36. C=CC[C@@]12C=C(OC)C(=O)C(OC)=C1O[C@H](c1ccc3c(c1)OCO3)[C@H]2C
screen / no.,31,32,33,34,35,36
HepG2 tox,6%,-27%,6%,-70%,-112%,-6%
MmCpn inh,0%,0%,-6%,-2%,·,·
Nrf2 activator,0.0%,0.2%,0.4%,23%,-2.8%,0.4%
Nrf2 block,-24%,9%,-4%,-22%,·,4%
Akt phos inh,i,i,i,i,i,i
A549 tox,9%,1%,-6%,?,·,11%
CCT modulator,0.3,-2.2,-1.8,0.1,0.0,-1.0
TGFb inhibitor,4%,3%,1%,?,?,1%
Abeta rescue,11%,2%,-9%,13%,3%,15%

37. COc1cccc(NC(=O)CCc2nnc3ccc(NCc4ccco4)nn23)c1
38. O=S(=O)(NC1CC1)c1ccc(S(=O)(=O)N2CCCC(c3nc(-c4cccnc4)no3)C2)cc1 (stereo not given)
39. CCOc1ccc(OCC)c(NC(=O)CN(C)S(=O)(=O)c2ccc3c(c2)CCCC(=O)N3)c1
40. CSc1cccc(NC(=O)Nc2ccc(Cl)cc2)c1
screen / no.,37,38,39,40
HepG2 tox,-11%,-5%,-18%,-28%
MmCpn inh,2%,-2%,·,-1%
Nrf2 activator,?,1.8%,-0.9%,0.4%
Nrf2 block,-5%,?,-20%,·
Akt phos inh,i,i,·,i
A549 tox,-3%,-2%,-3%,-12%
CCT modulator,0.5,-0.6,·,-1.7
TGFb inhibitor,1%,?,-12%,-1%
Abeta rescue,-16%,?,4%,8%

Compounds listed so far with a thiophene ring, fused or not (6):
8. O=C(Nc1ccon1)c1sc2cc(Cl)ccc2c1Cl
15. COc1ccc(Cl)cc1N(C)C(=O)c1cc2c(=O)oc3ccc(C)cc3c2s1
22. CC(C)(C)C(=O)O/N=C(\N)c1ccc([N+](=O)[O-])s1
25. O=C(Nc1nnc(COc2ccc(Cl)cc2)s1)c1cccs1
26. COc1ccc(-c2ccc(N3C(c4ccsc4)=Cc4ccc(F)cc4C3c3c[nH]c4ccccc34)cc2)cc1 (stereo not given)
34. CCN(CC)CCOC(=O)c1ccc(NC(=O)CCCN2C(=O)/C(=C\c3cccs3)SC2=S)cc1
screen / no.,8,15,22,25,26,34
HepG2 tox,-11%,5%,-23%,21%,·,-70%
MmCpn inh,-1%,·,0%,0%,·,-2%
Nrf2 activator,4.4%,0.6%,7.4%,0.2%,6.0%,23%
Nrf2 block,?,-23%,?,9%,·,-22%
Akt phos inh,i,·,i,i,i,i
A549 tox,2%,-14%,-18%,-8%,·,?
CCT modulator,-0.6,·,-3.1,1.6,-0.5,0.1
TGFb inhibitor,-16%,1%,?,5%,·,?
Abeta rescue,1%,-16%,15%,1%,-5%,13%

Screening results as filed in PubChem BioAssay.
